# High-throughput results from PubChem.
# pAkt inh: blocks phosphorylation of Akt. AID 651550. activity change, % for hits at 50 µM. 360,000 compounds, 0.32% hits. Neuro2A IGF-stimulated pAkt S473 HTRF, 20 min; active compounds read low; in the data active = activity change below about -80%; inconclusive = mostly about -51% to -80%; also: % is scaled to controls: 0 for no effect and ±100 for the full control effect
#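 Neuro2A cells in DMEM with 0.5% FBS, overnight at 37 deg C, given compound at single 50 µM final, then IGF (6 nM final) for 20 min at 37 deg C. Lysed; phospho-Akt Ser473 by HTRF after 24 h, 665/615 ratio.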
# Abeta yeast res: A-beta toxicity reversal in yeast | yeast expressing A-beta42, growth rescue, OD600, 48 h; response scale: 0% DMSO, 100% iron-clioquinol control | Potency, µM (titrated, usually from 46.1 µM), for the others: top-dose growth rescue, usual class: activators | 410,000 compounds, 0.063% hits | AID 1347071; also: potency is read from the fitted curve at half-maximal effect; nearly all actives have a fitted effect of over 55% in size
#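 Growth rescue measured by 600 nm absorbance after 48 h yeast culture at 30 C with compound. Values normalized between DMSO and an equimolar ferric chloride plus clioquinol control.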
# Mm-Cpn inhibitor: M. maripaludis TRiC chaperonin inhibition. Potency, µM (titrated, usually from 76.9 µM), without a hit: at the highest dose activity, negative = inhibition, most hits filed as inhibitors. purified Mm-Cpn ATPase, ADP Transcreener TR-FRET. AID 504842. 330,000 compounds, 0.031% hits; also: potency is read from the fitted curve at half-maximal effect; % is scaled to controls: 0 for no effect and ±100 for the full control effect; nearly all actives have a fitted effect of over 80% in size
#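 Inhibition of chaperonin ATP hydrolysis is measured as reduced ADP production, detected by competitive TR-FRET in which signal falls with ADP. Final enzyme 25 nM and ATP 10 uM, reacted 30 min at 37°C.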
# PTHR1 agonist: activates the human parathyroid hormone receptor PTHR1 | HEK293 GP2 PTHR1 cells, GloSensor cAMP luminescence, 1 h | Q03431 | Potency, µM (top dose mostly 115 µM), without a hit: at the highest dose activation, most hits filed as activators | 410,000 compounds, 0.075% hits; also: potency is read from the fitted curve at half-maximal effect; nearly all actives have a fitted effect of over 55% in size; some results filed as inactive show a strong effect at the top dose; inactives centre near -15; many of its hits are not listed in these tables
# Target sequence (Q03431 whole entry, looked up): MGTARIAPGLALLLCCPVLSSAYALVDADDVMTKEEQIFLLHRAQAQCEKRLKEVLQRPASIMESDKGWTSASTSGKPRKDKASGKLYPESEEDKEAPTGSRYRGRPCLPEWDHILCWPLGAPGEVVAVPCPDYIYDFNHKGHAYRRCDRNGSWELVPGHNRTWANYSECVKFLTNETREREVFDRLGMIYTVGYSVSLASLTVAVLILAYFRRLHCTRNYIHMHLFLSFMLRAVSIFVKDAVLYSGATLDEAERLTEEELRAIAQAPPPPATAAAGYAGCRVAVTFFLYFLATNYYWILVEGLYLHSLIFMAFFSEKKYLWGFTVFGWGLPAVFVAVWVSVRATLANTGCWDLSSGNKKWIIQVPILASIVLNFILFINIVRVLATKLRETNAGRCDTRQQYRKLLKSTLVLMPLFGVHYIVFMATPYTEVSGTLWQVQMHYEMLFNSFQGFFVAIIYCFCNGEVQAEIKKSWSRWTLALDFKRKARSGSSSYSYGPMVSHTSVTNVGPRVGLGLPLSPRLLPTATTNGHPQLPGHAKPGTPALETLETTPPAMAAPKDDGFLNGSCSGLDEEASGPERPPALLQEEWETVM
#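 HEK-293-derived GP2 cells expressing PTHR1 and a GloSensor cAMP reporter, 3,000/well, plated overnight, given luciferin plus IBMX (each 0.5 mM as added) for 1 h at 37 °C, then compound for 1 h at 37 °C. Luminescence was read after 15 min at room temperature.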
# TDP43 rescue: TDP-43 toxicity inhibition in yeast. 410,000 compounds, 1.8% hits. TDP-43 expressing yeast growth rescue, BacTiter-Glo, 24 h. Potency, µM (titrated, usually from 46.1 µM), without a hit: top-dose growth rescue (activation), actives largely listed as activators; also: potency is read from the fitted curve at half-maximal effect; % of control where 0% means no effect; nearly all actives have a fitted effect of over 50% in size
#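 Growth rescue of TDP-43-toxic yeast measured as ATP luminescence (BacTiter-Glo). Cells grown to mid-log in raffinose, induced in galactose at OD600=0.02, exposed to compound 24 hr at 30 deg C.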
# GLP-1R inv ag: GLP-1 receptor (human) inverse agonism | P43220 | HEK293 GLP-1R CRE-luciferase, luminescence, 24 h; GLP-1R form is constitutively active | 410,000 compounds, 1.6% hits | Potency, µM (highest dose often 38.3 µM), for inactives: at the top dose activity change, negative = inhibition, actives largely listed as inhibitors | AID 624417; also: potency is read from the fitted curve at half-maximal effect; % is scaled to controls: 0 for no effect and ±100 for the full control effect; nearly all actives have a fitted effect of over 55% in size
# Target sequence (P43220 whole entry, looked up): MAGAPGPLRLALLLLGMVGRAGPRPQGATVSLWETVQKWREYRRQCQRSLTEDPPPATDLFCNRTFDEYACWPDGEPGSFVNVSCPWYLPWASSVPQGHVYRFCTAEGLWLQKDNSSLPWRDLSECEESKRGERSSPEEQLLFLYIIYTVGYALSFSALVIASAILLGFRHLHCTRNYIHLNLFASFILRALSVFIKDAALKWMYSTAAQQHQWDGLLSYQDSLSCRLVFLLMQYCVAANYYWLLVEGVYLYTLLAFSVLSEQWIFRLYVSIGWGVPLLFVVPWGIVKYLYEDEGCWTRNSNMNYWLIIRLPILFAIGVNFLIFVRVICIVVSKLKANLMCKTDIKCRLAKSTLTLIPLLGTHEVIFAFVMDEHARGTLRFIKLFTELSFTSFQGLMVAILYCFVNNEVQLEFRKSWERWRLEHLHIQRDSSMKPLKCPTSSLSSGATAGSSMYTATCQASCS
#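 Seeding at 200 cells/uL, 12 h culture, 24 hr compound treatment, then luciferase reagent and a luminescence read; cells are HEK293 stably expressing a constitutively active GLP-1R plus cAMP-responsive luciferase.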
# HEK293 tox: cytotoxicity in counter-screen for GLP-1R inverse agonists. Potency, µM (top dose mostly 38.3 µM), for the others: at the top dose activity change, negative = inhibition, actives largely listed as inhibitors. AID 624418. HEK293 cAMP-luciferase reporter cells, luminescence, 24 h. 410,000 compounds, 0.13% hits;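 also: loss of luciferase light is scored as toxicity; potency is read from the fitted curve at half-maximal effect; % is scaled to controls: 0 for no effect and ±100 for the full control effect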
#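 Step one: seed cells (200 cells/uL, DMEM with 10% Nu serum, 1% pen-strep). Step two: 12-hour incubation at 37 deg C. Step three: pin 23 nL compound, incubate 24 hr. Step four: add luciferase reagent, read luminescence 12 min later.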
# FUS yeast rescue: rescues growth of FUS-expressing yeast; AID 1347120; Potency, µM (series often up to 76.6 µM), for inactives: at the top dose growth rescue (activation), most hits filed as activators; 390,000 compounds, 0.24% hits; S. cerevisiae FUS-expressing, growth rescue, OD600, 24 h;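 also: potency is read from the fitted curve at half-maximal effect; plate controls were DMSO vehicle for no effect and reference control for full effect; nearly all actives have a fitted effect of over 55% in size; some results filed as inactive show a strong effect at the top dose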
#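 Yeast FUS proteinopathy model; galactose-induced FUS (2%), starting OD 0.005. Cpds in dilution series, 24hr, 30C, 99% humidity. Abs 600 nm growth. Pos ctrl CP55940 (top 92uM final); neg ctrl DMSO.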
# aSyn yeast inh: inhibitors of alpha-synuclein toxicity in yeast; 370,000 compounds, 0.14% hits; Yeast expressing alpha-synuclein, growth rescue, BacTiter-Glo, 24 h; Potency, µM (top dose mostly 46.1 µM), for the others: at the highest dose growth rescue (activation), usual class: activators; also: potency is read from the fitted curve at half-maximal effect; % of control where 0% means no effect; nearly all actives have a fitted effect of over 65% in size
#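 Readout is rescue of growth in alpha-synuclein-expressing yeast, so inhibitors of toxicity appear as activators. Growth after 24 hr at 30 deg C in galactose medium is quantified by luminescence.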
# The depositor's hits bear a star; i = inactive; ? = inconclusive; . = no result given; & = joins results of further samples; [ ] = another dose, or the depositor's remark. Unless noted, calls follow the shape of the dose curve; as a rule, active = well fitted curve in the direction sought with a large enough effect; inconclusive = small, poorly fitted or top-dose-only effect, or another doubt; inactive = no such curve, though single readings can be large; an effect the other way counts as inactive or inconclusive. Some of the compounds tested; rates above refer to the full screens.
# Screens in order – pAkt inh	Abeta yeast res	Mm-Cpn inhibitor	PTHR1 agonist	TDP43 rescue	GLP-1R inv ag	HEK293 tox	FUS yeast rescue	aSyn yeast inh
- CCOC(=O)C1CCCN(CCC(=O)Nc2ccc3c(c2)CCC3)C1 (stereo unspecified)
    i	11%	-18%	-14%	-17%	0%	?	-5%	-14%
- CCN(Cc1ccccc1)C(=O)C1CCC(CNc2c(N3CCOCC3)c(=O)c2=O)CC1 (stereo unspecified)
    i	-7%	0%	i	18%	0%	-21%	5%	-1%
- Cc1ccc(NC(=O)CCC(=O)c2ccccc2)cc1
    i	15%	.	-4%	3%	9%	1%	11%	8%
- CC(Sc1nnc(Cc2cccs2)n1C1CCCCC1)C(=O)NCc1ccco1 (stereo unspecified)
    i	5%	0%	-9%[57.5 µM]	-8%	?	-9%	6%	-3%
- O=C(O)C(O)c1ccccc1 (stereo unspecified)
    i	-6%&-2%	0%	-14%	15%&8%	-23%&0%	0%&0%	-30%&-40%	-1%&2%
- COc1ccc(CC(=O)OCC(=O)N(CC(C)C)c2c(N)n(Cc3ccccc3)c(=O)[nH]c2=O)cc1
    i	-1%	3%	i	-27%	18%	1%	24%	3%
- CCCOc1ccc(C2C(=O)N(C3CCCCCC3)CC(=O)N2CCC)cc1OC (stereo unspecified)
    .	5%	.	-21%	-5%	2%	12%	36%	.
- O=C(O)CCCCCNC(=O)CSc1nnc(-c2ccco2)n1-c1ccccc1
    i	12%	-4%	i	-7%	5%	0%	-4%	4%
- O=C(NCc1ccco1)c1cc2n(n1)C(C(F)(F)F)CC(c1ccc(Br)cc1)N2 (stereo unspecified)
    i	12%	0%	i	0%	?	2%	32%	5%
- CC(C)C#Cc1cnc2c(c1)C(=O)N([C@@H](C)CO)C[C@@H](C)[C@H](CN(C)Cc1cccc(F)c1)O2
    i	3%	.	-20%	0%	?	-16%	11%	4%
- CC(=O)OCC1=C(C(=O)O)N2C(=O)[C@@H](NC(=O)Cc3ccccc3)[C@H]2SC1
    i	0%	.	-33%[inhibitor]	9%	16%	9%	-18%	7%
- Cc1cc([N+](=O)[O-])ccc1NC(=S)NC(=O)C(c1ccccc1)c1ccccc1
    i	?	-2%	-6%	?	10µM*	?	16%	-4%
- O=c1ccc(S(=O)(=O)N2CCC(Cc3ccccc3)CC2)c[nH]1
    i	-5%	-1%	-77%[inhibitor]	-2%	-1%	-3%	22%	-3%
- Cc1ccc(N(C)C(=O)CN(C)S(=O)(=O)c2ccc3c(c2)n(C)c(=O)c(=O)n3C)cc1
    i	4%	0%	i	10%	12%	4%	-11%	-1%
- Cc1cc(OC(=O)c2cc(Cl)ccc2Cl)c([N+](=O)[O-])c(=O)[nH]1
    i	7%	1%	-21%	23%	15%	1%	10%	-3%
- O=C(O)C1CCCN1S(=O)(=O)c1ccc2ccccc2c1 (stereo unspecified)
    i	2%	-1%	i	11%	17%	14%	29%	4%
- Cc1cc(NC(=O)CSCC(=O)OCC(=O)Nc2ccc(OC(F)F)cc2)no1
    i	2%	2%	i	11%	-4%	0%	-19%	1%
- N#Cc1c(NC(=O)c2ccc(-c3ccccc3[N+](=O)[O-])o2)sc2c1CCCC2
    i	11%	0%	-11%	-1%	2%	23%	21%	9%
- CN(C)c1ccc(C(CC(=O)O)NC(=O)c2ccc(Cl)cc2)cc1 (stereo unspecified)
    i	15%	0%	2%[57.5 µM]	19%	4%	-9%	-7%	-2%
- Cc1csc(NS(=O)(=O)c2ccc(Cl)cc2)n1
    i	-1%	2%	i	4%	-2%	1%	-4%	-8%
- O=C(Nc1ccc2c(c1)OCO2)c1cccc(S(=O)(=O)N2CCCC2)c1
    i	6%	0%	i	-15%	-8%	4%	16%	-3%
- CC1CCN(c2ccc(-c3ccc(NC(=O)c4ccco4)cc3)nn2)CC1
    i	11%	-4%	i	0%	?	?	8%	-9%
- CC(OC(=O)c1cc(=O)[nH]c2ccccc12)C(=O)Nc1ccccc1F (stereo unspecified)
    i	-1%	2%	-38%[inhibitor]	5%	-15%	-9%	.	-5%
- COc1ccc(NC(=O)CN(C)S(=O)(=O)c2ccc3nc(C)sc3c2)cc1Cl
    .	-9%	.	-2%	18%	2%	-1%	-2%	.
- Cc1ccc(C=Nc2ccccc2C(=O)Nc2ccccc2)cc1
    i	-8%	-2%	-1%	19%	-10%	7%	4%	1%
- Nc1c([N+](=O)[O-])cc(-c2cnc[nH]2)cc1[N+](=O)[O-]
    i	0%	2%	-7%	-6%	10%	2%	-19%	-8%
- CCn1c(=O)cc(SCC(=O)N2CCN(c3ccccc3F)CC2)c2ccccc21
    i	-8%&-3%	2%	-20%	?	?	-5%&-20%	?	18%
- Cc1ccc(Cn2ccc(NC(=O)c3cc(-c4ccc(Cl)c(Cl)c4)on3)n2)cc1
    .	6%	.	-16%	0%	1%	8%	7%	.
- OC1(c2cccc(C(F)(F)F)c2)CCNCC1
    i	2%	-1%	-14%[57.5 µM]	8%	-7%	2%	-3%	1%
- CC1CCN(C(CNS(=O)(=O)c2ccccc2)c2ccccc2)CC1 (stereo unspecified)
    i	-13%	1%	i	-21%	?	-5%	.	-3%
- CN(C(=O)CSc1nc2ccccc2n1CC(=O)N(C)C1CCCCC1)c1ccccc1
    .	-9%	.	i	6%	-18%	-18%	21%	.
- COc1ccc(CNC(=O)CCCN2C(=O)c3cccnc3Oc3ccc(Cl)cc32)cc1
    .	0%	.	i	18%	13%	-13%	29%	.
- O=C(CN1CCC(NC(=O)c2cccc(F)c2)CC1)Nc1ccc(Br)cc1
    i	11%	1%	-19%	-24%	?	8%	16%	-1%
- O=C(O)CCC(=O)N1N=C(c2ccc(Br)cc2)CC1c1cccc(Br)c1 (stereo unspecified)
    i	17%	-20%	-29%	.	-18%	9%	?	12%
- CC1C(=O)N2CCCc3cc(NC(=O)C(=O)NCCc4ccccc4)cc1c32 (stereo unspecified)
    i	-3%	0%	-11%	-18%	-2%	-15%	27%	6%
- CCOC(=O)c1cnc(SCc2ccc(C)cc2)nc1N
    i	-5%	0%	-13%[57.5 µM]	0%	?	3%	-2%	2%
- Nn1c(Cc2ccccc2F)nnc1SCC(=O)Nc1cccc(S(=O)(=O)NC2=NCCCCC2)c1
    i	0%	-6%	?	.	-12%	0%	13%	-5%
- COc1cccc(-c2ccc(SCC(=O)c3ccccc3)nn2)c1
    i	-35%	-3%	i	0%	7%	-1%	18%	-1%
- CN(c1cnn(-c2ccccc2)c(=O)c1Cl)n1cccc1
    i	-3%	-2%	i	-24%	0%	2%	0%	-1%
- CC/C(=N\NC(=O)CNC(=O)/C=C/c1ccco1)c1ccccc1
    i	-6%	-1%	-14%[57.5 µM]	-14%	15%	-1%	32%	0%
- Cc1ccc(NCc2nnc(SCC(=O)NCc3ccco3)n2CC2CCCO2)c(C)c1 (stereo unspecified)
    i	-5%	?	i	4%	0%	2%	?	0%
- COc1ccc(Cl)cc1NC(=O)CN(C)CC(=O)NCc1ccc(F)cc1
    i	-10%	-1%	-9%	4%	-9%	-10%	5%	1%
- Cc1ccc(NC(=O)CN2c3cccc4cccc(c34)S2(=O)=O)cc1S(=O)(=O)N1CCOCC1
    i	2%	-4%	-9%	-3%	9%	5%	.	3%
- NC(Cc1ccccc1)c1csc(Nc2ccc(C(=O)NCCCO)cn2)n1 (stereo unspecified)
    .	-3%	.	4%	22%	?	-8%	20%	0%
- O=C(c1ccccc1NS(=O)(=O)c1ccc(Br)s1)N1CCCC1
    i	8%	-1%	-5%[57.5 µM]	?	?	-1%	-8%	15%
- CN(C)C(=O)c1c2c(nc3ccccc13)CCCC2
    i	-13%	2%	-9%	24%[9.22 µM]	1%	2%	0%	-5%
- Cc1ccc(S(=O)(=O)c2nnn3c2nc(NCc2ccc4c(c2)OCO4)c2sccc23)cc1C
    .	-8%	.	-14%	0%	32%[activator]	8%	-8%	.
- CCOC(=O)c1c(-c2ccccc2)csc1NC(=O)CSc1nncs1
    i	-51%[inhibitor]	-6%	-79%[inhibitor]	?	?	0%	38%	-11%
- CC1CCCCN1S(=O)(=O)c1ccc(F)c(C(=O)Nc2ccccc2C(F)(F)F)c1 (stereo unspecified)
    .	?	.	i	?	?	10%	41%	.
- COc1ccc(CN(C(=O)c2snc(C(N)=O)c2N)C(CC(C)C)C(=O)NC2CCCCC2)cc1 (stereo unspecified)
    i	20%	2%	i	14%	?	-34%	34%	7%
- COC(=O)Cn1c(=O)n(CCc2ccccc2)c(=O)c2c3c(sc21)CCCC3
    i	-34%[inhibitor]	-1%	13%[57.5 µM]	2%	?	5%	34%	-7%
- O=C(CNc1ccc(F)cc1)c1ccccc1
    i	11%	1%	i	?	-7%	-12%	-5%	6%
- COc1ccc2c(Sc3ccccc3)c(C(=O)N3CCC(C)CC3)[nH]c2c1
    .	26%	.	i	-6%	?	-19%	44%	.
- Cc1ccc(Cn2nnnc2CN2CCC(O)(c3ccccc3F)CC2)cc1
    i	7%	-1%	11%[57.5 µM]	-2%	-5%	-10%	1%	5%
- Cn1c(SCc2ccc(F)cc2)nc2c([nH]c3ccccc32)c1=O
    .	1%	.	i	11%	12%	5%	-3%	.
- COc1cc(/C=N/NC(=O)c2cc[n+]([O-])cc2)ccc1O
    i	-2%	1%	i	-16%	4%	-7%	27%	-15%
